Screening data from PubChem.
Pf gamet viab – inhibitors of late stage P. falciparum gametocyte viability; P. falciparum stage V gametocytes, ATP luminescence, 24 h; inhibition, % at 10.9 µM; 150,000 compounds, 0.065% hits; AID 743093;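 active means inhibition above the mean plus 3 SD of compounds within the control limits, set per campaign, cut at about 38% in these data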;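 further: 0% = DMSO wells and 100% = medium only without gametocytes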
HRas wt GTP bind – human HRas wildtype GTP binding, change in either direction. GTP binding activity, % at 10 µM. GST-Ras wt beads, Bodipy-FL-GTP binding, flow cytometry; actives lie on both sides. AID 759. 190,000 compounds, 0.14% hits;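 active means GTP binding activity at least 20% away from the 100% baseline, either lowered as inhibitor or raised as activator; inconclusive means flagged as likely green fluorescent, judged across all proteins in the well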;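 further: 0% = unlabeled GTP competition control and 100% = no-compound control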
Target sequence (P01112 whole entry, looked up): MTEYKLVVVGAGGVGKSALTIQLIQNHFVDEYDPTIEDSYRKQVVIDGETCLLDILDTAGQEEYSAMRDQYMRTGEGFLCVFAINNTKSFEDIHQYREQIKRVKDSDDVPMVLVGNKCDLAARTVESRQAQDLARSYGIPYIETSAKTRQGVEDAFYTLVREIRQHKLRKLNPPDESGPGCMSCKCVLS
Rac1 mut GTP – modulators of GTP binding to human Rac1 activated mutant; GST-Rac1 activated beads, fluorescent GTP binding, flow cytometry; actives lie on both sides; 100% means binding = to untreated wells; percent activity (GTP binding), % at 10 µM; 190,000 compounds, 0.11% hits;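 active means GTP binding at least 20 percentage points away from the 100% baseline, in either direction, so actives lie on both sides; inconclusive means Compound likely fluorescent itself, or too few beads counted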
Cdc42 wt – changes GTP binding to wildtype human Cdc42; P60953; percent activity (GTP binding), % at 10 µM; GST-Cdc42 beads, Bodipy-GTP binding, flow cytometry; actives lie on both sides; 190,000 compounds, 0.2% hits;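 active means percent activity GTP binding at least 20 points away from the 100% baseline, either down as inhibitor or up as activator; inconclusive means compound flagged as likely green fluorescent from well-wide comparison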;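 further: median bead fluorescence of bound Bodipy-FL-GTP at 100 nM; 0% = excess unlabeled GTP control and 100% = no compound control; below 100% means less GTP binding so inhibitor and above means activator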
Target sequence (P60953 whole entry, looked up): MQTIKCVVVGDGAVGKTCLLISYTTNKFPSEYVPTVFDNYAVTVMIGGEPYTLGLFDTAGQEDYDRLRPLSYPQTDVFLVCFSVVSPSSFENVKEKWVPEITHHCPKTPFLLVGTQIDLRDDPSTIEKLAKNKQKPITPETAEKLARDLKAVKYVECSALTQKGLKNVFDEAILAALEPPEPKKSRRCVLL
ABCB1 block – inhibitors of human ABCB1 transporter, ABCG2 counter-screen; AID 1326; P08183; CCRF-Adr cells, JC-1 efflux, flow cytometry; 190,000 compounds, 0.067% hits; inhibition, % at 6.6 µM; in the data active means inhibition above about 40%;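 further: 0% = vehicle and 100% = reference inhibitor; higher value means more JC-1 retained so stronger ABCB1 efflux block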
ABCG2 block – human ABCG2 inhibition, ABCB1 as counter-screen | Q9UNQ0 | IgMXP3 cells, JC-1 efflux, flow cytometry | inhibition, % at 6.6 µM | 190,000 compounds, 0.1% hits | AID 1325;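 active means inhibition above 80%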;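 further: 0% = DMSO and 100% = nicardipine control wells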
Target sequence (Q9UNQ0 whole entry, looked up): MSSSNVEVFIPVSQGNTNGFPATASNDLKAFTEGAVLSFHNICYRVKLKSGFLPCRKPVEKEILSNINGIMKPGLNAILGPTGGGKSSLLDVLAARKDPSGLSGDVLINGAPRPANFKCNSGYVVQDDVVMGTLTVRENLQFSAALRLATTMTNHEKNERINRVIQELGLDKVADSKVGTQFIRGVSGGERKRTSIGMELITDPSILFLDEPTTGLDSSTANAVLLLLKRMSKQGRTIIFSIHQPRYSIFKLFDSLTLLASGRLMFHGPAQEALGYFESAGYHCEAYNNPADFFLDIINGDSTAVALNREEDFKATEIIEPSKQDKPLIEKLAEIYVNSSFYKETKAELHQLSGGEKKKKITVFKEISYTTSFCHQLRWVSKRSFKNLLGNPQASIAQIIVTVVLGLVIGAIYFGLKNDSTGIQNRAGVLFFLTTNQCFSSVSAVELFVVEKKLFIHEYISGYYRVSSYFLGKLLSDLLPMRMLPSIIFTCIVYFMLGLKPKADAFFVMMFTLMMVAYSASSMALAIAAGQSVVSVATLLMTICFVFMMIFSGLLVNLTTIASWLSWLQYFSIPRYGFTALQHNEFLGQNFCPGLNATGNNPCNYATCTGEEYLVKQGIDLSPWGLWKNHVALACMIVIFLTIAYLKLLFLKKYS
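Test system: ABCG2 IgMXP3 and barcoded ABCB1 CCRF-Adr cell mix; Schedule: cells with compound and JC-1, 10 min at 25 °C, rotating, no wash; Technique: flow cytometry of retained JC-1 fluorescence; Measure: % inhibition of efflux relative to nicardipine and DMSO; Controls: nicardipine high and DMSO low controls.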
Rab2 wt GTP – changes GTP binding to wildtype dog Rab2A, up or down. P61105. GST-Rab2 wt beads, Bodipy-GTP binding, flow cytometry. GTP binding activity, % at 10 µM. 190,000 compounds, 0.19% hits. AID 760;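 active means GTP binding activity at least 20 points away from 100%, either lowered or raised; inconclusive means signal likely due to the compound's own green fluorescence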;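 further: 0% = beads with excess unlabeled GTP and 100% = no-compound control corrected for plate trend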
GSH fluor – compound fluoresces at 488/530 nm on GSH beads | GSH beads flow cytometry, compound fluorescence 488/530 nm; stronger effect = higher value | fluorescence (KMESF) at 10 µM | 190,000 compounds, 0.25% hits | AID 1776; in the data active means fluorescence above about 89;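 further: glutathione beads carrying GST-tagged Bcl family fusion proteins plus one bare bead set; values are compound well signal with DMSO vehicle wells as background; inactives centre near 16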
Avidin fluor – compound fluoresces at 488/530 nm on avidin beads | compound fluorescence 488/530 nm, flow cytometry; stronger effect = higher value | fluorescence (KMESF) at 10 µM | 220,000 compounds, 0.38% hits; in the data active means fluorescence above about 47; further: inactives centre near 10
Rac1 wt GTP bind – human Rac1 wildtype GTP binding, inhibitors and activators; P63000; GST-Rac1 beads, fluorescent GTP binding, flow cytometry; actives lie on both sides; 0 = cold GTP competed, 100 = untreated; GTP binding activity (% of control), % at 10 µM; 190,000 compounds, 0.27% hits;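 active means GTP binding activity at least 20 points away from the 100% control level, either lower or higher; inconclusive means compound flagged as likely green fluorescent, judged across all proteins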
Rab7 wt modul – modulators of GTP binding to dog Rab7 wildtype GTPase | GST-Rab7 beads, fluorescent GTP binding, flow cytometry; actives lie on both sides; untreated = 100%, excess cold GTP = 0% | GTP binding activity (percent of control), % at 10 µM | 190,000 compounds, 0.055% hits;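 active means fluorescent GTP binding to Rab7 beads changed by at least 20 points from the 100% baseline, either direction, mostly lower; inconclusive means compound itself probably fluorescent, or too few beads counted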;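 further: median green fluorescence of bound Bodipy-FL-GTP per Rab7 bead population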
* hit, by the source's call; ? = inconclusive; / = not tested or not shown.

No.	Structure	Pf gamet viab	HRas wt GTP bind	Rac1 mut GTP	Cdc42 wt	ABCB1 block	ABCG2 block	Rab2 wt GTP	GSH fluor	Avidin fluor	Rac1 wt GTP bind	Rab7 wt modul
1	Cc1cc2ccc(C)c(C)c2nc1SCC#N	/	104	103	106	0.4	3	101	14	12	105	97
2	COc1ccc([C@H]2[C@H](C(=O)OC(C)(C)C)N3N=Cc4ccccc4C3C23C(=O)c2ccccc2C3=O)cc1OC (stereo partly drawn)	/	98	98	91	4.4	9	96	18	16	97	99
3	COc1ccc(Cc2nnc3c4cnn(C)c4ncn23)cc1	/	100	99	101	0.3	26	102	34	14	106	100
4	CC(=O)c1ccc(OCc2cc(=O)n3ccsc3n2)cc1	18	96	98	100	-1.0	4	99	9	5	104	98
5	Cc1ccc(S(=O)(=O)N2CCN(CC(=O)Nc3ccc4c(c3)CCC4)CC2)cc1C	-9	97	97	97	1.4	4	95	12	5	105	100
6	CNc1nc(C(=O)O)nc(N2CCOCC2)n1	9	103	98	103	0.6	1	102	17	20	107	101
7	COc1ccccc1-c1cc(C(=O)NCc2ccc(Cl)cc2)no1	-12	94	92	93	0.7	5	93	36	10	93	93
8	Cc1ccc(NC(=O)/C=C/c2cccc(C(F)(F)F)c2)cc1	4	102	100	100	-0.1	0	101	11	10	103	103
9	CCC(NC(=O)OC(C)(C)C)C(=O)Oc1ccc2c3c(c(=O)oc2c1)CCC3 (stereo not drawn)	21	92	92	89	0.3	6	89	11	11	91	99
10	COc1cc(NC(=O)COC(=O)CNC(=O)c2ccc(C)cc2)c(C)cc1[N+](=O)[O-]	-1	97	99	103	0.8	57	99	12	18	104	99
11	O=C1OC2(CCCC2)OC(=O)C1=Cc1c[nH]c2ccccc12	/	93	93	90	-1.8	24	95	15	9	96	95
12	CCOC(=O)CC(NC(=O)Cn1nnc(-c2ccccc2Cl)n1)c1ccc(OC)cc1 (stereo not drawn)	1	92	91	90	1.4	5	93	23	9	96	89
13	NS(=O)(=O)c1ccc(NC(=O)CN2CCCCC2)cc1	2	101	97	99	0.3	0	98	48	8	100	98
14	Cc1ccccc1SCC(=O)OCC(=O)Nc1ccc(N(C)C)cc1	15	93	89	92	0.7	7	92	12	13	97	102
15	Cc1nc(NC(=O)/C=C/c2ccc(Cl)cc2Cl)sc1C(=O)N(C)C	-1	?	?	?	0.2	10	?	9	5	?	?
16	N=c1c2c(-c3ccccc3)c(-c3ccccc3)n(Cc3ccccc3)c2ncn1CCCn1ccnc1	/	101	104	102	0.8	4	100	54	21	109	96
17	Cc1ccc(-n2nnnc2Sc2nc([N+](=O)[O-])nn2C)cc1C	/	102	98	100	0.7	2	100	16	10	100	100
18	COC(=O)[C@H](C)NC(=O)Nc1cc(OC)ccc1OC	22	101	100	104	0.0	0	101	20	10	102	95
19	COCCn1c(Cc2ccccc2)nnc1SCC(=O)Nc1ccccc1	-22	99	98	98	0.2	1	96	21	12	102	95
20	NC(=S)N=Nc1c(O)n(Cc2ccccc2)c2ccccc12	6	96	97	99	0.3	35	94	12	9	98	96
21	O=C(CCCn1c(=O)c2sccc2n(CC(=O)NCC2CCCO2)c1=O)NCc1ccco1 (stereo not drawn)	4	93	96	98	-0.2	6	97	24	9	98	95
22	O=C(Nc1nc2ccc(F)cc2s1)c1cccc(S(=O)(=O)N2CCc3ccccc32)c1	10	101	95	100	-0.5	-1	101	5	1	101	98
23	COc1ccc(N2CCN(C(=O)CSc3ncnc4c3cnn4-c3ccccc3C)CC2)cc1	/	95	93	96	0.3	1	95	32	13	93	94
24	O=C(OCC(=O)N1CCN(C(=O)c2ccco2)CC1)c1ccccc1Cc1ccccc1	/	98	97	98	0.7	1	97	6	19	97	98
25	NNC(=O)c1cc2ccccc2cc1O	-4	105	98	106	-0.8	-5	104	17	18	112	107
26	COc1ccc(Cl)cc1NC(=S)N(CCCN1CCOCC1)Cc1cn(C)c2ccccc12	/	97	97	97	2.4	4	98	6	15	101	99
27	CC(C)(C(N)=O)N1CCN(c2ncc(C(F)(F)F)cc2Cl)CC1	/	105	101	105	0.7	1	103	24	11	104	102
28	N#Cc1nc(COc2ccccc2Cl)oc1N1CCCC1	8	98	95	95	1.4	13	98	13	13	99	96
29	Cc1cc(C)c2c(n1)nn1c(N3CCN(c4ccccc4)CC3)cc(C)nc21	13	97	98	97	/	/	99	16	3	100	103
30	O=C(Nc1ccc(Cl)cc1Cl)NC1CCCC1	6	95	95	98	0.2	11	97	13	11	96	96
31	CC(=O)c1ccc(OC(=O)c2cccs2)cc1	-3	104	103	104	0.2	3	104	8	13	109	104
32	CC1(C)CC(=O)c2sc(NS(=O)(=O)c3ccc(Br)cc3)nc2C1	/	94	90	95	0.2	-2	93	15	11	95	95
33	Cc1cc2c(cc1S(=O)(=O)Nc1cccc(F)c1C)NC(=O)CO2	-40	100	94	97	0.2	3	103	14	9	99	101
34	c1ccc(-c2nc(Sc3ncnc4c3cnn4-c3ccccc3)n[nH]2)cc1	/	98	99	102	0.0	4	98	27	11	101	99
35	Cc1ccc(Nc2c(-c3ccc(C)o3)nc3cnccn23)cc1	/	99	99	100	1.1	2	100	25	6	100	98
36	COc1ccc(Cc2noc(CN3CCN(Cc4cccc(Cl)c4)CC3)n2)cc1OC	-21	94	94	96	4.4	6	94	11	3	96	97
37	CCOc1ccc(NC(=O)CCSc2ccc(C)cc2)cc1	3	99	98	99	0.7	6	97	9	4	102	98
38	CC(C)=CC(=O)OCc1cc([N+](=O)[O-])cc2c1OCOC2	11	97	96	96	1.4	13	96	12	14	98	95
39	COC(=O)C1=C(CN2CCN(C)CC2)NC(=O)NC1c1cc(C)ccc1C (stereo not drawn)	-43	102	99	106	0.1	1	102	32	6	103	103
40	COCCn1c(SCC(=O)NCc2cccs2)nnc1-c1ccc(OC)cc1	15	98	97	100	0.3	1	97	24	4	102	94
41	CN(CC(=O)Nc1ccccc1Cl)C(=O)CSc1nc2ccccc2s1	8	98	97	100	-0.4	7	100	10	6	102	99
42	Cc1ccccc1OCC(=O)Nc1sc2c(c1C#N)CCC2	2	104	99	103	0.4	6	101	26	6	101	101
43	CN(/N=C/c1ccco1)C1=NS(=O)(=O)c2ccccc21	-19	76*	80	71*	0.2	1	73*	9	15	64*	85
44	COc1ccc(OCCn2c(=N)n(CCO)c3ccccc32)cc1	-4	107	99	108	1.2	4	106	13	17	105	109
45	COc1cc(OC)cc(C(=O)NCc2ccc3c(c2)cc(C)n3C)c1	-10	94	93	94	0.8	-2	96	9	9	95	101
46	O=C(CN1CCCCC1)Nc1cccc(Br)c1	/	92	90	89	0.0	-1	92	31	12	87	92
47	COc1ccc2c(CC(=O)OCC(=O)N3CCc4ccccc43)coc2c1	-17	100	96	99	0.3	2	98	11	8	98	100
48	CCCCNC(=O)N1CCN(C(=O)c2ccco2)CC1	12	97	94	96	0.9	0	98	11	3	96	102
49	COc1ccc(N2CCN(c3oc(-c4ccco4)nc3C#N)CC2)cc1	16	99	95	96	0.0	18	98	44	11	101	101
50	CC12CCC(C/C1=N\N=C1\NC(=O)/C(=C\c3cccc(Br)c3)S1)C2(C)C (stereo not drawn)	-11	97	98	93	-0.1	-3	92	19	5	97	96
51	O=C(CNc1ccc2ccccc2c1)N/N=C/c1ccc([N+](=O)[O-])o1	/	99	97	96	-1.2	-4	97	9	15	100	95
52	COc1ccccc1NC(=O)C(CCS(C)(=O)=O)N1C(=O)c2ccccc2C1=O (stereo not drawn)	/	104	100	104	0.0	-2	106	14	9	110	102
53	COc1ccccc1NS(=O)(=O)c1cc(N2Cc3ccccc3C2=N)ccc1N1CCOCC1	-9	99	93	100	0.7	2	99	13	20	98	97
54	CC(C)CSc1ccc(S(=O)(=O)NCC(=O)O)cc1[N+](=O)[O-]	/	94	93	92	0.4	1	93	21	169*	96	100
55	CSc1nnc(C)c(/C=C/Nc2ccc(F)cc2F)n1	-15	94	94	91	6.4	14	92	17	13	92	96
56	CC(C)(C)c1[nH]nc2c1C(c1cccnc1)C(C#N)=C(N)O2 (stereo not drawn)	9	92	96	96	0.3	2	95	11	21	96	90
57	CCOc1ccc(C(=O)NC(=S)Nc2cccc(S(=O)(=O)NC3=NCCC3)c2)cc1	12	99	95	97	0.4	2	98	23	11	98	102
58	CCN(CC(=O)Nc1ccc(NC(C)=O)cc1)C(=O)/C=C/c1cccs1	-13	97	97	99	0.1	1	98	15	8	102	99
59	COc1ccc(NC(=O)CSCc2ccccc2C)cc1	15	101	101	100	0.5	6	98	7	13	101	102
60	CCOc1ccc(CCNC(=O)C2=C(C)C(=O)OC23CCCCC3)cc1OCC	-7	102	102	106	2.6	1	104	12	17	108	99

Further entries:
No.	Structure	Pf gamet viab	HRas wt GTP bind	Rac1 mut GTP	Cdc42 wt	ABCB1 block	ABCG2 block	Rab2 wt GTP	GSH fluor	Avidin fluor	Rac1 wt GTP bind	Rab7 wt modul
61	CC(Sc1nnc(NCc2ccccc2)s1)C(=O)Nc1ccc2c(c1)C(=O)c1ccccc1C2=O (stereo not drawn)	-8	90	95	94	-1.1	-2	89	5	2	88	93
62	COc1cc(C2C3=C(CC(C)(C)CC3=O)NC3=C2C(=O)c2ccccc23)ccc1O (stereo not drawn)	-14	99	96	97	0.2	4	98	24	11	100	105
63	Cc1ccc(NC(=O)C2C3CCCC2C3c2ccccc2)c(C)c1 (stereo not drawn)	-18	100	97	101	1.0	27	99	6	26	103	99
64	Cc1nn(-c2ccc(F)cc2)c2sc(C(=O)O)cc12	-3	98	93	97	1.1	37	92	27	35	101	98
65	Cc1ccc(N=C2NC(=O)CC(C(=O)Nc3ccc4c(c3)OCO4)S2)cc1 (stereo not drawn)	-17	93	91	90	-0.4	0	93	9	14	90	101
66	COC(=O)C1=C(C(=O)OC)N2C=CC=CC2(C)C(C(=O)OC)=C1C(=O)OC (stereo not drawn)	-2	100	99	99	-0.1	-4	98	8	3	104	102
67	COc1ccc(N2CCN(C(=O)Nc3ccccc3C)CC2)cc1	-5	96	95	97	1.9	5	96	13	13	100	90
68	CC(C)(C)c1ccc(CN2C3=NCCCN3c3ccccc32)cc1	0	100	102	101	0.1	0	102	17	/	105	98
